esBAF inh: SWI/SNF esBAF complex inhibition; mouse ES cells, Bmi1-luciferase knock-in reporter, 24 h; 100% = twice the neutral-well signal; reporter increase, % at 12.5 µM; actives 2% (n = 350,000); in the data active means activation above about 40%;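 further: 0% = median of the plate's neutral control wells and 100% = double that signal; a rise in the Bmi1 reporter signal indicates esBAF inhibition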
Casp6 inh: blocks human caspase-6 cleavage activity | AID 686996 | inhibition, % at 12.5 µM | actives 0.53% (n = 350,000) | purified caspase-6, Z-VEID-R110 cleavage fluorescence;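 active means mean inhibition across replicates at least about 35%, with every replicate also reaching that limit, limit read from the data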;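 further: 0% = median of neutral control wells and 100% = no fluorescence left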
Target sequence (P55212 24-179 limits assumed): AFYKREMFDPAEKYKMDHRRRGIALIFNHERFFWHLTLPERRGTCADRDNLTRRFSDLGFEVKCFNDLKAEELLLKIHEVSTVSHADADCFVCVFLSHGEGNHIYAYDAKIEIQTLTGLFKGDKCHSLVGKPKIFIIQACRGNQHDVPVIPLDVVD
Target sequence (P55212 194-293 limits assumed): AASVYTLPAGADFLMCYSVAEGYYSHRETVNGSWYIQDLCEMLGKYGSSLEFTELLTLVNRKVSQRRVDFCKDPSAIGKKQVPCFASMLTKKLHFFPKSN
LGR2 antag: inhibitors of bursicon-induced Drosophila LGR2 receptor cAMP signaling | actives 0.35% (n = 380,000) | AID 720647 | HEK293 LGR2, CRE-luciferase, bursicon-stimulated, 4 h | inhibition, % at 9.99 µM;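 active means drop in luminescence signal, shown as inhibition above about 50% in the replicate tests, limit read from the data, passing the limit was not always enough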;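 further: agonist challenge used bursicon conditioned medium at about half maximal strength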
S100A4 inh HTS: S100A4-myosin IIA interaction inhibition; S100A4/TAMRA-MyoIIA peptide fluorescence polarization; inhibition, % at 10.7 µM; actives 0.14% (n = 360,000);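 active means mean inhibition of at least 70% across replicates, with every replicate also reaching that level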
Target sequence (P26447 whole entry, looked up): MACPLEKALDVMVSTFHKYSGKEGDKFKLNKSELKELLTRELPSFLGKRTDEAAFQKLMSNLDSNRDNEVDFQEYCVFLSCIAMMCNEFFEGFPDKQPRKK
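Material: S100A4 monomer (human). Medium: Calcium-containing HEPES buffer, pH 7.2. Probe or stimulus: labelled myosin peptide probe, 5 nM. Compound dosing: one concentration per compound. Timing: polarization read 5 min after assay mix addition, stable 5–60 min. Benchmarks: DMSO as neutral control, TFP as positive control.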
FN deposition inh: fibronectin deposition inhibition. AID 743247. inhibition, % at 12.6 µM. actives 0.086% (n = 350,000). AH1F fibroblasts, Alexa488-fibronectin deposition fluorescence, overnight;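 active means mean inhibition across replicates of 30% or more, regardless of how many single replicates reach that level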;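 further: positive control wells lacked labelled fibronectin entirely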
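Assay system: AH1F fibroblast monolayer, labelled fibronectin deposition. Amount: 10000 cells per well. Also added: labelled fibronectin 24 nM. Compound: single-point pinned compound. Incubation: cell attachment 1 h, compound and FN exposure overnight. Detection: fluorescence after three HBSS washes, excitation 485 nm, emission 525 nm. Read-out: inhibition of fibronectin deposition signal.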
SIRT5 inh: inhibitors of human sirtuin-5 desuccinylase; Q9NXA8; AID 652115; inhibition, % at 15 µM; Purified SirT5, succinyl-peptide AMC, trypsin-coupled fluorescence; actives 1.1% (n = 330,000); in the data active means inhibition above about 15%
Target sequence (Q9NXA8 whole entry, looked up): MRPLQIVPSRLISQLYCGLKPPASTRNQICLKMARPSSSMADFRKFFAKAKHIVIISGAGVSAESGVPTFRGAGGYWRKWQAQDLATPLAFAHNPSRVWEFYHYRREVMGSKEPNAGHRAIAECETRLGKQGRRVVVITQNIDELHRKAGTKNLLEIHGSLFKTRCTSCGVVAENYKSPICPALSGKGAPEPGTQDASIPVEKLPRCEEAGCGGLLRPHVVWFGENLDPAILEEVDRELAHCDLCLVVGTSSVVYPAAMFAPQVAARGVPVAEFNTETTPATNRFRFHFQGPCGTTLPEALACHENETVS
C2C12 statin: protects C2C12 myotubes from simvastatin toxicity; actives 0.78% (n = 330,000); AID 602340; ATP luminescence, 48 h; scaled: DMSO 0, geranylgeraniol control 100; rescue of ATP level, % at 7.49 µM;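 active means mean ATP rescue above about 67%, or every replicate alone reaching that limit, limit read from the data, passing the limit was not always enough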;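 further: myotubes were challenged with 10 µM simvastatin during compound exposure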
* = called active by the depositor; . = not tested or not shown. The list is partial (hit frequency here may not be typical).

SMILES	esBAF inh	Casp6 inh	LGR2 antag	S100A4 inh HTS	FN deposition inh	SIRT5 inh	C2C12 statin
CC(=O)c1sc2nsc(SCCN3CCCCC3)c2c1N	.	5	.	-3	-3	-1	.
COc1ccc(C(CNC(=O)c2cccc(Br)c2)N2CCCC2)cc1 (configuration not stated)	-2	.	.	.	2	.	-33
COc1ccc(C(C(=O)NC(C)(C)C)N(Cc2ccc(C)cc2)C(=O)CCC(=O)Nc2cc(C)on2)cc1 (configuration not stated)	.	7	4	-3	-6	0	.
COc1cc(C(C)=O)ccc1OCC(=O)Nc1cc(S(=O)(=O)N2CCOCC2)ccc1N1CCCC1	1	1	-10	3	2	-10	-27
O=C(C[C@@H]1C[C@H]2c3cc(NC(=O)NC4CCCCC4)ccc3O[C@H]2[C@H](CO)O1)NCc1ccncc1	-2	-1	5	14	-5	-3	6
O=C(CSC(=S)N1CCCC1)NCC(=O)Nc1ccc(F)c(F)c1	-6	1	4	4	-2	-4	6
CC(C)(C)OC(=O)N(CCc1ccccc1)Cc1ccccc1OCc1cccc(NC(=O)C2CC2)c1	0	-6	9	2	.	-1	-8
COCCN1C(=O)N(c2ccc(Cl)cc2)C(=O)C1CC(=O)Nc1cc(OC)cc(OC)c1 (configuration not stated)	6	2	10	-4	-1	.	2
CC(C)N(Cc1nc(-c2ccccc2)no1)S(=O)(=O)c1ccccc1	12	0	12	0	3	2	26
Cc1ccc(C)c(NC(=O)NNC(=O)c2cc3occc3[nH]2)c1	-6	-7	7	-12	10	-4	4
C[C@@H]1CN([C@@H](C)CO)C(=O)c2cc(NC(=O)CCN3CCOCC3)ccc2O[C@@H]1CN(C)C(=O)Nc1ccc2c(c1)OCO2	5	-1	15	9	.	-2	-5
COc1ccc(NC(=O)N(C)C[C@@H]2Oc3ccc(NS(=O)(=O)c4cccs4)cc3CC(=O)N([C@@H](C)CO)C[C@@H]2C)cc1	-3	.	-12	.	5	.	-11
COc1cc(NC(=O)c2cc(S(=O)(=O)N3CCc4ccccc43)cn2C)cc(OC)c1OC	6	0	-4	1	-14	-2	-1
Cc1ccc(S(=O)(=O)N2CCC(C)CC2)cc1C(=O)NCc1ccccn1	-3	1	-8	5	3	-2	36
CC(=O)Nc1ccc(NC(=O)Nc2cccc3ccccc23)cc1	6	1	6	-2	.	-2	-5
O=C(C[C@@H]1C[C@H]2c3cc(NC(=O)C4CCC4)ccc3O[C@H]2[C@H](CO)O1)NCc1cccc(F)c1	2	-1	7	11	.	3	-2
NC(=O)CC(NC(=O)Cc1cccc2ccccc12)c1ccc(N2CCN(c3ccccc3)CC2)c([N+](=O)[O-])c1 (configuration not stated)	4	.	11	.	6	.	7
COC(=O)c1cc(S(=O)(=O)N2c3ccccc3CC2C)cn1C (configuration not stated)	-5	10	12	-1	-3	5	5
O=C(C1CC(=O)N(C2CCCC2)C1)N1CCN(c2ccc(F)cc2)CC1 (configuration not stated)	-5	-1	2	0	4	1	-2
CC(C)=CCN1CCN(Cc2nc(-c3ccccc3)cs2)CC1CCO (configuration not stated)	-3	-4	1	3	-1	-4	-5

Sorted by the number under esBAF inh (high to low): five of the compounds above
mol	esBAF inh	Casp6 inh	LGR2 antag	S100A4 inh HTS	SIRT5 inh
C[C@@H]1CN([C@@H](C)CO)C(=O)c2cc(NC(=O)CCN3CCOCC3)ccc2O[C@@H]1CN(C)C(=O)Nc1ccc2c(c1)OCO2	5	-1	15	9	-2
NC(=O)CC(NC(=O)Cc1cccc2ccccc12)c1ccc(N2CCN(c3ccccc3)CC2)c([N+](=O)[O-])c1 (configuration not stated)	4	.	11	.	.
O=C(C[C@@H]1C[C@H]2c3cc(NC(=O)C4CCC4)ccc3O[C@H]2[C@H](CO)O1)NCc1cccc(F)c1	2	-1	7	11	3
CC(C)(C)OC(=O)N(CCc1ccccc1)Cc1ccccc1OCc1cccc(NC(=O)C2CC2)c1	0	-6	9	2	-1
COc1ccc(C(CNC(=O)c2cccc(Br)c2)N2CCCC2)cc1 (configuration not stated)	-2	.	.	.	.

Returning to the listing; the 4 compounds before the break are reprinted first.
SMILES	esBAF inh	Casp6 inh	LGR2 antag	S100A4 inh HTS	FN deposition inh	SIRT5 inh	C2C12 statin
NC(=O)CC(NC(=O)Cc1cccc2ccccc12)c1ccc(N2CCN(c3ccccc3)CC2)c([N+](=O)[O-])c1 (configuration not stated)	4	.	11	.	6	.	7
COC(=O)c1cc(S(=O)(=O)N2c3ccccc3CC2C)cn1C (configuration not stated)	-5	10	12	-1	-3	5	5
O=C(C1CC(=O)N(C2CCCC2)C1)N1CCN(c2ccc(F)cc2)CC1 (configuration not stated)	-5	-1	2	0	4	1	-2
CC(C)=CCN1CCN(Cc2nc(-c3ccccc3)cs2)CC1CCO (configuration not stated)	-3	-4	1	3	-1	-4	-5
CCOC(=O)c1sc(SC)nc1N	.	2	-30	0	-1	-4	.
COc1cccc2cc(C(=O)N3CCc4ccccc43)c(=O)oc12	-6	.	.	.	-10	.	-2
CO[C@@H]1CN(C)C(=O)c2cc(NC(=O)Nc3ccccc3F)ccc2OC[C@H](C)NC[C@H]1C	0	.	2	1	4	15	7
Cc1cccc(N2CCN(C(=O)c3ccc(CS(=O)Cc4cccc(Cl)c4)o3)CC2)c1C (configuration not stated)	3	0	-7	-1	7	-2	-2
O=C(COc1ccc(Cl)c(Cl)c1)NN1C(=O)C2C(C1=O)C1C=CC2C12CC2 (configuration not stated)	.	6	8	1	12	0	.
CC(C)(C)OC(=O)C[C@@H]1C/C=C\C[C@@H](CC(=O)NCCO)C(=O)NC[C@H](c2ccccc2)OC1=O	-3	-3	-1	2	3	-1	-11
Cc1ccc(C(c2sc3ncnn3c2O)N2CC(C)CC(C)C2)cc1 (configuration not stated)	-2	0	-15	5	5	4	-5
CCOc1ccc(N2CC(C(=O)N3CCc4ccccc43)CC2=O)cc1 (configuration not stated)	2	1	6	5	9	1	-3
COc1ccc(CN(C)C[C@H]2OCCCC[C@H](C)Oc3ccc(NC(=O)Nc4ccc(C(F)(F)F)cc4)cc3C(=O)N([C@H](C)CO)C[C@@H]2C)cc1	2	0	20	-10	.	7	-115
Cn1nc(C(F)(F)F)cc1C(=O)NC1CCCCCC1	3	-2	.	-4	.	0	4
C/C=C/c1cnc2c(c1)C(=O)N([C@@H](C)CO)C[C@H](C)[C@H](CN(C)C(=O)Nc1ccccc1F)O2	-3	0	17	1	.	-11	17
CN1C(=O)/C(=C/c2ccccc2Cl)Sc2ccc(C(=O)N3CCCC3)cc21	3	6	13	9	5	3	-22
CNC(=O)c1ccc(-c2cc(C(F)(F)F)nn2C)s1	.	1	-40	-1	-11	-1	.
COc1ccc(/C=C/c2nnc(NC(=O)c3ccco3)s2)cc1	.	-1	-43	-2	5	-4	.
Cc1cc(C(=O)N2CCCC(Nc3ccc(F)cc3)C2)n(C)n1 (configuration not stated)	-8	-3	6	-4	7	0	-1
CCN(CC)S(=O)(=O)c1ccc(C)c(NC(=S)N2CCN(c3ccccn3)CC2)c1	12	-1	1	-1	-4	-6	12
CC(C)(C)c1ccc(Cn2c(=O)cnc3ccccc32)cc1	-72	-2	60*	-9	-2	-6	-30
C[C@@H]1CN([C@@H](C)CO)C(=O)c2ccccc2-c2ccccc2CO[C@@H]1CN(C)Cc1cccc2c1OCCCO2	4	.	-8	.	-8	.	0
O=C(CC1CC1)N1CC(=O)N2[C@H](C1)[C@H](c1ccc(C#Cc3ccc(F)cc3)cc1)[C@@H]2CO	.	3	6	-6	.	0	.
Oc1ccc(Br)cc1-c1cc(-c2ccccc2Cl)[nH]n1	.	3	-35	-1	15	-7	.
CNCc1ccccc1OCc1ccc(F)cc1	.	2	6	1	0	0	.
O=C(Nc1ccccc1)Nc1nnc([C@H]2C[C@H](O)[C@@H](CO)O2)s1	15	0	-16	-1	-3	.	3
Cc1nnc(NC(=O)CSc2nnc(CNC(=O)c3ccccc3)o2)s1	-4	-1	-24	-2	2	1	-1
COc1ccc(NC(=O)[C@H](C)NS(=O)(=O)c2ccc(NC(C)=O)cc2)cc1Cl	-1	0	5	-5	-10	.	1
COc1cc(C(=O)Nc2nc(-c3cccs3)cs2)cc(OC)c1OC	8	0	59*	-5	.	-3	-51
CC1CN(CCCOc2ccccc2[N+](=O)[O-])CC(C)O1 (configuration not stated)	-7	.	2	.	2	.	1
CCOC(=O)C1CCCN(C(=O)CCCn2nc(C)n3c(cc4sccc43)c2=O)C1 (configuration not stated)	9	1	-1	-2	15	-11	14
O=C(COc1ccc2c(-c3ccccc3)cc(=O)oc2c1)N1C[C@H]2C[C@@H](C1)c1cccc(=O)n1C2	-2	0	.	-2	.	8	3
CCOC(=O)C1=CCC(c2ccccc2C(F)(F)F)N(S(=O)(=O)c2ccc(C)cc2)C1 (configuration not stated)	1	-2	-7	-7	1	-1	-11
COc1cccc(CNC(=O)C[C@@H]2CC[C@@H]3[C@@H](COc4ccc(NS(=O)(=O)c5ccccc5F)cc4C(=O)N3C)O2)c1	5	1	2	3	-8	2	5
CCOC(=O)c1c(NS(=O)(=O)Cc2ccccc2)sc2c1CCCC2	2	.	.	.	1	.	7
O=C(CN(C(=O)CCC(=O)Nc1ccccn1)c1ccc2c(c1)OCO2)NCc1ccc(F)cc1	-4	2	2	10	0	0	5
CCN(CC(=O)NCc1cccs1)C(=O)c1ccc(NS(=O)(=O)c2cccc([N+](=O)[O-])c2)cc1	-8	1	1	-4	3	-1	1
CCCCCc1ccc(-c2cn(Cc3ccc(C)cc3)nn2)cc1	18	0	-4	-2	-5	5	42
C(=N\Nc1nccc(-c2cccnc2)n1)/c1ccccc1	.	-2	.	0	-1	-3	.
C=CCn1c(SCc2cc(=O)n3ccsc3n2)nc2ccccc2c1=O	0	2	-15	-7	-1	-2	2
O=C(OCc1ccccc1F)c1cnc(Cl)c(Cl)c1	-8	-1	-17	-10	-7	-2	10
O=C(Oc1ccc(F)cc1)c1ccc2c(=O)n3c(nc2c1)CCC3	.	1	-12	-1	3	-1	.
Cc1nc(Cl)c(C(=O)NC(=O)Nc2cccc(C(F)(F)F)c2)c(C)c1[N+](=O)[O-]	-12	.	.	.	0	.	5
Cc1ccccc1C(=O)c1c[nH]c(C(=O)N=CN(C)C)c1	.	.	15	1	7	-2	.
CC1Sc2ccc(S(=O)(=O)NCc3ccccc3)cc2NC1=O (configuration not stated)	5	2	14	-1	8	-1	9
C[C@H]1CCCCO[C@@H](CN(C)C(=O)Cc2ccccc2)[C@@H](C)CN([C@@H](C)CO)C(=O)c2cc(NC(=O)c3ccncc3)ccc2O1	.	1	32	-4	.	-2	.
CCCN(C(=O)c1cc(S(=O)(=O)N2CCN(CC)CC2)ccc1Cl)C1CCS(=O)(=O)C1 (configuration not stated)	1	1	1	-1	-4	-3	6
COc1ccc(C)cc1NC(=O)COCC(=O)O	2	.	.	.	6	.	3
COc1cc(NC(=S)NC(=O)CCc2ccccc2)cc(OC)c1	0	2	-5	-5	.	0	-24
CC(CC(=O)Nc1ccc(S(=O)(=O)N2CCOCC2)cc1)c1ccccc1 (configuration not stated)	.	0	5	-2	5	-4	.
CCCCn1c(CNC(=O)C(C)(C)C)nc2ccccc21	-2	1	-12	22	1	-2	9
Cc1ccc(S(=O)(=O)NC(CC(C)C)C(=O)NCc2ccco2)cc1 (configuration not stated)	4	.	-10	.	-1	.	1
CCc1nnc(NC(=O)CS(=O)(=O)c2ccccc2)s1	1	2	-16	1	7	1	8
CCCNC(=O)C[C@@H]1C[C@@H]2c3cc(NC(=O)Nc4ccccc4F)ccc3O[C@@H]2[C@H](CO)O1	4	3	-15	7	-10	0	3
CC(c1ccccc1)C1CC(=O)N(C2CCCCC2)C1=O (configuration not stated)	2	1	-5	2	2	-1	-8
CCCC(=O)Nc1ccc2c(c1)C(=O)N(C)[C@@H]1CC[C@@H](CC(=O)NCCOC)O[C@H]1CO2	0	.	12	.	-8	.	-18
Cc1cccc(C)c1NC(=O)CNC(=O)C(NC(=O)c1ccc(C(C)(C)C)cc1)C(C)C (configuration not stated)	.	2	.	-12	6	0	.
COc1ccc(C2=CC(c3cccc(OC)c3)n3nnnc3N2)cc1 (configuration not stated)	.	6	-3	-1	.	-14	.

Screening results (PubChem BioAssay)
